Assay outcomes (PubChem BioAssay)
KOR beta-arrestin-1 = KOR antagonists, beta-arrestin recruitment, cell-based, luminescence, uHTS (AID 1778); inhibition, % at 10 µM, or IC50 in µM where a hit was titrated; KOR beta-arrestin recruitment, luminescence, antagonist mode; higher % means a stronger effect; 290,000 tested, 0.091% active; also: strong numbers were not always called active
NOD1 NF-kB reporter = inhibition of NOD1-driven NF-kB reporter – cell-based, luminescence, uHTS, primary screen (AID 1578). NOD1-driven NF-kB luciferase reporter cells, luminescence; higher % means a stronger effect. inhibition, % at 4 µM; hits with a dose series show EC50 in µM. 290,000 tested, 1% active; in the data active = inhibition mostly above about 36%, no sharp cut-off; inactive = mostly below about 34%;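 also: HEK-293T reporter cells stimulated with the NOD1 agonist gamma-tri-DAP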
GPR55 activation = GPR55 agonists via beta-arrestin recruitment, primary screen, imaging, U2OS cells, beta-arrestin-GFP redistribution (AID 1961) | U2OS GPR55 beta-arrestin-GFP redistribution imaging; higher % means a stronger effect | activation, % at 10 µM, or EC50 in µM where a hit was titrated | 290,000 tested, 0.048% active;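 active = activation above 40% with more than 50 cells counted in the well; inconclusive = wells holding fewer than 50 cells, flagged as toxic or sparse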;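 also: U2OS osteosarcoma cells stably expressing GPR55 and beta-arrestin-GFP; plate controls were DMSO negative control for no effect and LPI positive control for full effect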
NTR1 ag = NTR1-driven beta-arrestin-GFP spot formation – imaging, U2OS cells, high content, primary screen (AID 493036). 330,000 tested, 0.17% active. agonist mode. P30989. activation, % at 20 µM;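 active = activation at or above 40% of the spot to cytoplasm intensity ratio, with at least 20 cells analyzed; inconclusive = wells under 20 cells, flagged as cytotoxic or low count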;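 also: 0% = DMSO without peptide and 100% = 100 nM NTR1 peptide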
Target sequence (P30989 whole entry, looked up): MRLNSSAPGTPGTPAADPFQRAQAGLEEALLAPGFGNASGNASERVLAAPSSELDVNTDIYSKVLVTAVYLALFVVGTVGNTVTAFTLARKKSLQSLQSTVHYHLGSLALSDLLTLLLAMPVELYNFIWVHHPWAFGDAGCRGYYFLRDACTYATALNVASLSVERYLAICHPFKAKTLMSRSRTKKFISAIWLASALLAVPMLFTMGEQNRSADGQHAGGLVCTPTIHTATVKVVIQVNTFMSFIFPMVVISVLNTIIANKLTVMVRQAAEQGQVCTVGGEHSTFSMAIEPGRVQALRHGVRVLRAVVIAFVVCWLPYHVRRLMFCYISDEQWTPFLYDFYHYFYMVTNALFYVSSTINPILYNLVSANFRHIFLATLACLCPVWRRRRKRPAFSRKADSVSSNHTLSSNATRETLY
NOD2 inhibition = inhibition of NOD2-driven NF-kB reporter – cell-based, luminescence, uHTS, HEK293 (AID 1566); inhibition, % at 4 µM, or EC50 in µM where a hit was titrated; 290,000 tested, 0.63% active; HEK293 NOD2/NF-kB luciferase reporter, luminescence; higher % means a stronger effect; also: many of its hits are not listed in these tables
Yfh1-depleted yeast = enhancers of respiration in Yfh1-depleted yeast, dose response, Friedreich's ataxia, plus single-dose screen (AID 1465). S. cerevisiae Yfh1-off respiration, WST-1 reduction, 72 h; higher fold induction means a stronger effect. fold induction at 50 µM; hits with a dose series show EC50 in µM. 220,000 tested, 0.074% active;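 active = fold induction of absorbance versus untreated yeast above a set limit, then at least 30% activation at any dose in follow-up; inconclusive = repeats straddling the limit, or above it without dose testing; inactive = fold induction below the set limit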;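 also: activators that raise dye reduction in frataxin-depleted yeast; strong numbers were not always called active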
KOR beta-arrestin-2 = kappa opioid receptor activators – cell-based, luminescence, uHTS, primary screen (AID 1777). KOR beta-arrestin recruitment, luminescence; higher % means a stronger effect. one-dose activation, % at 10 µM; EC50 in µM for titrated hits. 280,000 tested, 0.02% active; in the data active = activation above about 50%, passing the limit was not always enough; also: a part of the inactive calls stands beside numbers as strong as those of hits
TNAP activation fold = stimulation of alkaline phosphatase TNAP activity – biochemical, luminescent, no phosphate acceptor, uHTS, primary screen (AID 1001). purified TNAP, luminescent activation assay, no phosphate acceptor; higher activation fold means a stronger effect. activation fold at 20 µM; hits with a dose series show EC50 in µM. 200,000 tested, 0.03% active; in the data active = activation fold from about 3, or a potency from the dose series; inactive = the rest, 99 in 100 with activation fold below about 1.6; also: many of its hits are not listed in these tables
ER stress rescue = protection against thapsigargin-triggered cell killing – 384-well, CSM14.1, ATP luminescence, primary screen (AID 1222) | CSM14.1 thapsigargin-induced death rescue, ATP luminescence; higher % means a stronger effect | cellular ATP content (survival), % at 20 µM; hits with a dose series show EC50 in µM | 190,000 tested, under 10 active;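 active = EC50 below 50 µM in the dose-response confirmation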;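 also: death triggered by thapsigargin at about 15 µM added after 2 h compound pretreatment; cell ATP read after overnight thapsigargin exposure of roughly 18 to 22 hours; normalized against plate controls of thapsigargin alone and 5% DMSO vehicle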
NTR1 ag cell count 20 µM = further read-out of NTR1 ag, marked with its call; cell count; measured here: cell count, cytotoxicity flag
Numbers without * were called inactive; [ ] = another dose, or the depositor's remark. Rule as the data show it, unless noted: active = inhibition above about 50%; inactive = the rest. The list is partial (hit frequency here may not be typical).

Cc1cc(NC(=O)C(C)SCC(=O)N(C)CC(=O)Nc2ccc(Br)cc2C)no1 (stereo not drawn) was read as KOR beta-arrestin-1 -17%, NOD1 NF-kB reporter -23%, GPR55 activation 0.0%, NTR1 ag -0.4, NOD2 inhibition 9%, KOR beta-arrestin-2 4.7% and NTR1 ag cell count 20 µM 59.
For CCN(CC)C(=O)Cn1cc(C(=O)C(=O)NCCc2ccc(S(N)(=O)=O)cc2)c2ccccc21 the results were KOR beta-arrestin-1 -16%, NOD1 NF-kB reporter -39%, GPR55 activation 0.5%, NTR1 ag -1.6, NOD2 inhibition 12%, Yfh1-depleted yeast inactive, KOR beta-arrestin-2 -4.9%, TNAP activation fold 1.1, ER stress rescue -1.2% and NTR1 ag cell count 20 µM 94.
`O=C(CSC(=S)N1CCCC1)NCC(=O)Nc1ccc(F)c(F)c1` gave KOR beta-arrestin-1 -52%, NOD1 NF-kB reporter -2%, GPR55 activation 0.0%, NTR1 ag 1.0, NOD2 inhibition 38%, KOR beta-arrestin-2 6.7% and NTR1 ag cell count 20 µM 47.
`O=C(Nc1ccc(Cl)cc1)N(C1=NCCC1)c1ccc(OC(F)F)cc1` gave KOR beta-arrestin-1 -21%, NOD1 NF-kB reporter -38%, GPR55 activation -0.1%, NTR1 ag 0.4, NOD2 inhibition -7%, Yfh1-depleted yeast inactive, KOR beta-arrestin-2 0.8%, TNAP activation fold 1, ER stress rescue -1.2% and NTR1 ag cell count 20 µM 28.
COc1ccc(C(=O)NCC(c2ccc(F)cc2)N2CCOCC2)cc1S(=O)(=O)N1CCCC1 (stereo not drawn) was read as KOR beta-arrestin-1 13%, NOD1 NF-kB reporter 18%, GPR55 activation -0.1%, NTR1 ag -0.7, NOD2 inhibition 5%, Yfh1-depleted yeast inactive, KOR beta-arrestin-2 13%, TNAP activation fold 1, ER stress rescue 3.2% and NTR1 ag cell count 20 µM 73.
Screening COC(=O)c1ccc(C2c3[nH]c4ccccc4c3C[C@H]3C(=O)N(C4CC4)CC(=O)N23)cc1 (stereo partly drawn) returned KOR beta-arrestin-1 -20%, NOD1 NF-kB reporter 2%, GPR55 activation 0.3%, NTR1 ag 0.3, NOD2 inhibition 10%, KOR beta-arrestin-2 -0.7% and NTR1 ag cell count 20 µM 87.
O=C(NCCCO)c1ccc2[nH]c3ccccc3c2c1 was read as KOR beta-arrestin-1 7%, NOD1 NF-kB reporter -1%, GPR55 activation 0.3%, NTR1 ag -1.3, NOD2 inhibition 6%, Yfh1-depleted yeast inactive, KOR beta-arrestin-2 3.3%, TNAP activation fold 1.1, ER stress rescue -0.5% and NTR1 ag cell count 20 µM 39.
Screening COc1cccc(N2CCN(C(=O)C3C4C=CC5(CN(Cc6ccccc6Cl)C(=O)C35)O4)CC2)c1 (stereo not drawn) returned KOR beta-arrestin-1 8%, NOD1 NF-kB reporter -8%, GPR55 activation -0.1%, NTR1 ag 0.8, NOD2 inhibition 18%, Yfh1-depleted yeast inactive, KOR beta-arrestin-2 -1.1%, TNAP activation fold 1.1 and NTR1 ag cell count 20 µM 51.
`CC(=O)c1cccc(NC(=O)CCC(=O)Oc2ccc(C)cc2)c1` gave KOR beta-arrestin-1 -8%, NOD1 NF-kB reporter -14%, GPR55 activation 0.0%, NTR1 ag -0.4, NOD2 inhibition -16%, KOR beta-arrestin-2 -2.6% and NTR1 ag cell count 20 µM 78.
Screening Cc1ccc(Nc2nnc(-c3ccncc3)s2)c(Br)c1 returned KOR beta-arrestin-1 13%, GPR55 activation -0.3%, NTR1 ag 0.1, Yfh1-depleted yeast inactive, KOR beta-arrestin-2 -6.6%, TNAP activation fold 1.4, ER stress rescue 0.0% and NTR1 ag cell count 20 µM 34.
For O=C(NCc1ccc(Cl)cc1)c1cc(-c2ccco2)on1 the results were KOR beta-arrestin-1 1%, NOD1 NF-kB reporter 6%, GPR55 activation 0.0%, NTR1 ag -2.3, NOD2 inhibition 6%, KOR beta-arrestin-2 -2.7%, TNAP activation fold 1.1, ER stress rescue -0.6% and NTR1 ag cell count 20 µM 56.
`S=C(Sc1ccc(Cl)cc1)Sc1ccc(Cl)cc1` gave KOR beta-arrestin-1 21%, NOD1 NF-kB reporter -6%, GPR55 activation 1.0%, NTR1 ag 14, NOD2 inhibition -71%, Yfh1-depleted yeast inconclusive, KOR beta-arrestin-2 -0.3% and NTR1 ag cell count 20 µM 48.
For N#Cc1ccc(-c2ccc(OCC(=O)Nc3cccnc3)cc2)cc1 the results were KOR beta-arrestin-1 -32%, NOD1 NF-kB reporter 8%, GPR55 activation -0.1%, NTR1 ag 2.6, NOD2 inhibition 44%, KOR beta-arrestin-2 1.8% and NTR1 ag cell count 20 µM 69.
Screening CC(=O)N1N=C(c2ccccc2)CC1c1ccccc1[N+](=O)[O-] (stereo not drawn) returned KOR beta-arrestin-1 38%, NOD1 NF-kB reporter -33%, GPR55 activation -0.5%, NTR1 ag 1.8, NOD2 inhibition 0%, Yfh1-depleted yeast inactive, KOR beta-arrestin-2 2.1%, TNAP activation fold 1.1, ER stress rescue -2.0% and NTR1 ag cell count 20 µM 75.
`CCOC(=O)c1sc2nc(C)nc(N3CCCCC3C)c2c1C` (stereo not drawn) gave KOR beta-arrestin-1 25%, NOD1 NF-kB reporter -15%, GPR55 activation -0.5%, NTR1 ag 5.7, NOD2 inhibition 24%, KOR beta-arrestin-2 -2.5%, TNAP activation fold 1.1, ER stress rescue -0.9% and NTR1 ag cell count 20 µM 43.
COc1cc(-c2noc(CCCC(=O)Nc3ccc(C(N)=O)cc3)n2)cc(OC)c1OC was read as KOR beta-arrestin-1 21%, NOD1 NF-kB reporter -2%, GPR55 activation -0.1%, NTR1 ag 0.1, NOD2 inhibition 19%, Yfh1-depleted yeast inactive, KOR beta-arrestin-2 -3.8% and NTR1 ag cell count 20 µM 60.
`O=C(c1ccc([N+](=O)[O-])cc1)N1CCN(C(=O)c2ccco2)CC1` gave KOR beta-arrestin-1 -14%[20 µM], NOD1 NF-kB reporter -5%, GPR55 activation -0.1%, NTR1 ag -1.5, NOD2 inhibition 14%, Yfh1-depleted yeast inactive, KOR beta-arrestin-2 -2.4%, TNAP activation fold 1, ER stress rescue -0.7% and NTR1 ag cell count 20 µM 66.
`O=C(NCC(c1cccs1)N1CCOCC1)c1ccccc1NS(=O)(=O)c1cccc([N+](=O)[O-])c1` (stereo not drawn) gave KOR beta-arrestin-1 10%, NOD1 NF-kB reporter -2%, GPR55 activation -0.2%, NTR1 ag 13, NOD2 inhibition 19%, Yfh1-depleted yeast inactive, KOR beta-arrestin-2 5.5%, TNAP activation fold 0.9, ER stress rescue -1.1% and NTR1 ag cell count 20 µM 62.
`O=C(OCC(=O)N(CCc1ccccc1)Cc1ccccc1)c1ccccc1NCCO` gave KOR beta-arrestin-1 -11%, NOD1 NF-kB reporter -4%, GPR55 activation 0.0%, NTR1 ag 7.6, NOD2 inhibition 5%, KOR beta-arrestin-2 6.2% and NTR1 ag cell count 20 µM 75.
`COc1ccc(C2CC(c3ccccc3)=NN2c2ccc(S(N)(=O)=O)cc2)cc1` (stereo not drawn) gave KOR beta-arrestin-1 -20%, NOD1 NF-kB reporter -30%, GPR55 activation 0.2%, NTR1 ag 23, NOD2 inhibition -30%, Yfh1-depleted yeast inactive, KOR beta-arrestin-2 9.6%, TNAP activation fold 1.2, ER stress rescue -0.9% and NTR1 ag cell count 20 µM 46.
O=C(CNC(=O)c1ccc(F)cc1)N/N=C/c1cc(Br)ccc1OC(=O)/C=C/c1ccco1 was read as KOR beta-arrestin-1 4%, NOD1 NF-kB reporter -4%, GPR55 activation 1.0%, NTR1 ag 10, NOD2 inhibition 34%, Yfh1-depleted yeast inactive, KOR beta-arrestin-2 5.6% and NTR1 ag cell count 20 µM 58.
`Cc1ccccc1-n1c(=O)c2ccccc2n2c(=O)[nH]nc12` gave KOR beta-arrestin-1 -32%, NOD1 NF-kB reporter 15%, GPR55 activation -0.3%, NTR1 ag 3.4, NOD2 inhibition 14%, Yfh1-depleted yeast inactive, KOR beta-arrestin-2 -1.5%, TNAP activation fold 1, ER stress rescue -2.2% and NTR1 ag cell count 20 µM 81.
Screening COc1cc(/C=C/c2nc3ccccc3s2)cc(OC)c1O returned KOR beta-arrestin-1 -24%, NOD1 NF-kB reporter -14%, GPR55 activation 0.6%, NTR1 ag -1.2, NOD2 inhibition -69%, Yfh1-depleted yeast inactive, KOR beta-arrestin-2 0.7%, TNAP activation fold 0.9, ER stress rescue -0.9% and NTR1 ag cell count 20 µM 66.
For Cc1ccc(NC(=O)COS(=O)c2ccc(C)cc2)cc1 (stereo not drawn) the results were KOR beta-arrestin-1 20%, NOD1 NF-kB reporter -21%, GPR55 activation 0.5%, NTR1 ag 0.0, NOD2 inhibition -4%, Yfh1-depleted yeast inactive, KOR beta-arrestin-2 2.4%, TNAP activation fold 1.1, ER stress rescue -1.7% and NTR1 ag cell count 20 µM 49.
For CCN(c1ccc(NC(=O)CSc2nnc3nc(C)cc(C)n23)cc1)C(C)C the results were KOR beta-arrestin-1 -2%, NOD1 NF-kB reporter -19%, GPR55 activation 0.7%, NTR1 ag 0.6, NOD2 inhibition -2%, Yfh1-depleted yeast inactive, KOR beta-arrestin-2 -6.1%, TNAP activation fold 1.1, ER stress rescue -1.0% and NTR1 ag cell count 20 µM 65.
For Cc1ccc(/C=C/S(=O)(=O)NCC(=O)OCC(=O)N2CC(=O)Nc3ccccc32)cc1 the results were KOR beta-arrestin-1 4%, NOD1 NF-kB reporter -2%, GPR55 activation -0.2%, NTR1 ag -1.6, NOD2 inhibition 4%, Yfh1-depleted yeast inactive, KOR beta-arrestin-2 -1.9% and NTR1 ag cell count 20 µM 63.
CCSc1nnc(-c2ccccc2N=Cc2c(C)[nH]n(-c3ccccc3)c2=O)c(=O)[nH]1 was read as KOR beta-arrestin-1 31%, NOD1 NF-kB reporter -32%, GPR55 activation -0.3%, NTR1 ag 1.9, NOD2 inhibition 2%, Yfh1-depleted yeast inactive, KOR beta-arrestin-2 -0.7%, TNAP activation fold 1.1, ER stress rescue 0.3% and NTR1 ag cell count 20 µM 48.
For COc1ccc(-n2c(SCC(=O)O)nnc2-c2ccc(NC(=O)c3ccccc3)cc2)cc1 the results were KOR beta-arrestin-1 -8%, NOD1 NF-kB reporter 8%, GPR55 activation 0.8%, NTR1 ag 2.0, NOD2 inhibition 15%, Yfh1-depleted yeast inactive, KOR beta-arrestin-2 5.3% and NTR1 ag cell count 20 µM 51.
